BAZ2B block = blocks human BAZ2B; AlphaScreen BAZ2B-H3K14Ac peptide displacement; 4.4% of 360,000 active; AID 504333; Q9UIF8; Potency, µM (titrated, usually from 114 µM), for the others: at the top dose activity change, negative = inhibition, hits mostly inhibitors; further: potency means the concentration at half of the fitted maximal effect; on the % scale 0 is the no-effect control and ±100 the full control effect; nearly all actives have a fitted effect of over 60% in size
Target sequence (Q9UIF8 whole entry, looked up): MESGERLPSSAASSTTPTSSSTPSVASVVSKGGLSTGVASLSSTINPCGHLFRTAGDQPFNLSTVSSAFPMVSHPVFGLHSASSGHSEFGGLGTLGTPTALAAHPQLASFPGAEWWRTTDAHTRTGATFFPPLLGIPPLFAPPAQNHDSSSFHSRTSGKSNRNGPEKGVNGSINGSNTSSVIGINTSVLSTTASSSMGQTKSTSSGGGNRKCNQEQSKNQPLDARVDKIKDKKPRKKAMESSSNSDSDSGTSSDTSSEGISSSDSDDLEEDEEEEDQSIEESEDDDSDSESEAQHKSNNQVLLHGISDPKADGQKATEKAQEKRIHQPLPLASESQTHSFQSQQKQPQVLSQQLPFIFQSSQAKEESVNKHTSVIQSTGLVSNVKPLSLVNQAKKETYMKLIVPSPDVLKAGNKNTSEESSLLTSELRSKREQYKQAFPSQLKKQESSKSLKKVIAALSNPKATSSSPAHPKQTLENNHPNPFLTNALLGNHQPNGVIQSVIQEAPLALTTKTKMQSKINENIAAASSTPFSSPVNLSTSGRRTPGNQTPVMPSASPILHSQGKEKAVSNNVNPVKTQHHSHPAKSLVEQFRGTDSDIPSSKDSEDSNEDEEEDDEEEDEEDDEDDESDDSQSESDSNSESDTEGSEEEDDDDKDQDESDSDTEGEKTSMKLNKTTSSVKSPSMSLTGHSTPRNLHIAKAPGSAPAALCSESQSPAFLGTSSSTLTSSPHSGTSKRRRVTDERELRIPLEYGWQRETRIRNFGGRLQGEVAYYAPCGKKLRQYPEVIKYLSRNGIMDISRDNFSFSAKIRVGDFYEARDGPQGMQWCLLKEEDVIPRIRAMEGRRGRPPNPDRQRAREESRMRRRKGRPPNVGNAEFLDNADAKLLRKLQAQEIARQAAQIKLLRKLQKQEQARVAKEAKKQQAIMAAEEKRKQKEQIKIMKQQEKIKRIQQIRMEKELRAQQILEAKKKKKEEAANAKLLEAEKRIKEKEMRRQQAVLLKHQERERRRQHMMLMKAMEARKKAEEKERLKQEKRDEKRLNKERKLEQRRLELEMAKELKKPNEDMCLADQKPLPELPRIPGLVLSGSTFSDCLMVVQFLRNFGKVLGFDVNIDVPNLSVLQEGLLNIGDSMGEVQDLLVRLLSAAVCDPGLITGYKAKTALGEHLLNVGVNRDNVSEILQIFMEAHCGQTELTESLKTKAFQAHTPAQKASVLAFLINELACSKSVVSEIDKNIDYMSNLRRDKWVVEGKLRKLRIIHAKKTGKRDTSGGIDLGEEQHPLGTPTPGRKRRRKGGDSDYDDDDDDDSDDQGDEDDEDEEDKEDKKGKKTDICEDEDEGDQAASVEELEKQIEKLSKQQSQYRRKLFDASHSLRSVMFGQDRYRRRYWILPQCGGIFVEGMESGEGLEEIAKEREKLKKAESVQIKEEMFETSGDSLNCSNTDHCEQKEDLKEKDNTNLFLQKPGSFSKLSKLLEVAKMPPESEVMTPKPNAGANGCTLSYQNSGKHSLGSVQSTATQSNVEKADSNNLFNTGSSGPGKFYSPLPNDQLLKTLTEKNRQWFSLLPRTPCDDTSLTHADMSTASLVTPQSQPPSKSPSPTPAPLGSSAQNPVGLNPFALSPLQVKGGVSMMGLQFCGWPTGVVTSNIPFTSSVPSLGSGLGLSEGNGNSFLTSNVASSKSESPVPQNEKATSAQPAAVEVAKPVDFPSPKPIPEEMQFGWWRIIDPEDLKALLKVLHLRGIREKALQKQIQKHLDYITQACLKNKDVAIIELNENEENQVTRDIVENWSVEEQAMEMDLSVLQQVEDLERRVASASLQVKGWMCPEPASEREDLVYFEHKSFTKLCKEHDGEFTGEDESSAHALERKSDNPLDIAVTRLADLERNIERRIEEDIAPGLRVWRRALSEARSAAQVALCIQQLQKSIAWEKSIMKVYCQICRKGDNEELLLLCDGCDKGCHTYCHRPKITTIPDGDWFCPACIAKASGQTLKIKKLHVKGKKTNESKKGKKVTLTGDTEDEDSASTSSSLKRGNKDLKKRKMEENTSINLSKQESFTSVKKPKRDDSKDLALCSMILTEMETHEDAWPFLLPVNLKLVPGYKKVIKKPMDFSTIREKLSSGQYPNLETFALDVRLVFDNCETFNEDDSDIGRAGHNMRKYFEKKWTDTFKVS
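BAZ2B (50 nM) with biotin-H3(5-23)K14Ac peptide (50 nM) in PBS pH 7.4, 0.01% Tween-20, preformed 30 min, then compound 30 min at room temperature; top concentration 110uM. AlphaScreen streptavidin donor/nickel chelate acceptor beads (10 ug/mL final), 20 min dark, signal read.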
JMJD2A Tudor = inhibitors of human JMJD2A Tudor domain; O75164; Potency, µM (titrated, usually from 114 µM), for inactives: top-dose activity change, negative = inhibition, most hits filed as inhibitors; AlphaScreen JMJD2A-Tudor / H3K4me3 peptide binding; 4.4% of 390,000 active; further: potency means the concentration at half of the fitted maximal effect; on the % scale 0 is the no-effect control and ±100 the full control effect; nearly all actives have a fitted effect of over 50% in size
Pin1 inhibitor = human Pin1 inhibition | Q13526 | Pin1 FP peptide displacement, HiFluor488, 10 min | Potency, µM (top dose mostly 115 µM), for inactives: top-dose activity, negative = inhibition, hits mostly inhibitors | 0.009% of 390,000 active; active means well fitted inhibition curve with a large enough effect in the polarisation, with a control signal flat, not every such curve was filed as active; inconclusive means small, poorly fitted or top-dose-only effect, or effect the other way, or a change in a side signal; inactive means no such curve, though single readings can be large or run the other way; the % refers to the polarisation; further: potency means the concentration at half of the fitted maximal effect; on the % scale 0 is the no-effect control and ±100 the full control effect
PGK inhibitor = T. brucei PGK inhibition | P07378 | PGK/GAPDH coupled, Kinase-Glo luminescence, 60 min | Potency, µM (titrated, usually from 57.5 µM), inactives show at the top dose activity change, negative = inhibition, hits mostly inhibitors | 0.043% of 380,000 active; further: potency means the concentration at half of the fitted maximal effect; on the % scale 0 is the no-effect control and ±100 the full control effect; nearly all actives have a fitted effect of over 60% in size
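Luminescent ATP detection (Kinase-Glo Plus) follows a 60-minute room-temperature incubation, with wells lacking PGK as controls. Buffer: 100 mM TEA (pH 7.6), 5 mM MgCl2, 0.01% Tween-20. Coupling enzyme GAPDH (100 nM final) supplies unstable 1,3-BPG in-well.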
PI4K2A block = PI4K2A (human) kinase inhibition; Q9BTU6; purified PI4K2A, ADP-Glo luminescence, 1 h; active compounds read low; activity change, negative = inhibition, % at 76.9 µM; 0.13% of 420,000 active; AID 1346378; in the data active means activity change below about -50%; inconclusive means mostly about -30% to -49%;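 further: -100% = wells without enzyme as full effect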
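ADP-Glo luminescence measured ADP generated by PI4K2A enzyme (4 ug/mL before mixing) with 1.2 mM PI substrate (pre-mix) and 300 microM ATP (pre-mix). Tris pH7.5 buffer with MgCl2, Triton X-100; 1 h reaction at ambient temperature.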
HP1b binding inh = blocks HP1-beta chromodomain binding to methylated histone tails. Potency, µM (top dose mostly 114 µM), inactives show at the highest dose activity change, negative = inhibition, actives largely listed as inhibitors. 0.56% of 390,000 active. AlphaScreen HP1-beta / biotin-H3K9me3 peptide binding. AID 540317; further: potency means the concentration at half of the fitted maximal effect; nearly all actives have a fitted effect of over 70% in size; inactives centre near 23
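Compound inhibition of the preformed complex between 50 nM HP1-beta and 50 nM biotinylated H3K9me3 peptide was read by AlphaScreen. Buffer was PBS pH 7.4 with 0.01% Tween-20. Incubations ran 30 min at room temperature, with 10 ug/mL donor/acceptor beads.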
GLS inh = glutaminase GLS (human) inhibition; O94925; GLS enzymatic activity, qHTS titration; Potency, µM (top dose mostly 45.5 µM), for the others: at the highest dose activity change, negative = inhibition, hits mostly inhibitors; 0.21% of 410,000 active; AID 624170; further: potency means the concentration at half of the fitted maximal effect; on the % scale 0 is the no-effect control and ±100 the full control effect
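hKGA in 45 mM KH2PO4 (pH 8.2), 0.02% Tween-20 with compound, then 1mM L-Glutamine (stock as added) plus glutamate oxidase/HRP/Amplex red coupling mix. Fluorescence read initially and after 30 min at RT; signal change reflects glutamate formation.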
POLH inh = blocks human DNA polymerase eta activity. 1.2% of 390,000 active. AID 588591. Q9Y253. Potency, µM (series often up to 114 µM), for the others: at the top dose activity change, negative = inhibition, hits mostly inhibitors. recombinant Pol eta, fluorescent DNA replication assay; further: potency means the concentration at half of the fitted maximal effect; on the % scale 0 is the no-effect control and ±100 the full control effect
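Pol eta at 10 nM preincubated with compounds 15 min at room temperature; reaction started with fluorescent substrate (50 nM final) and read kinetically at 0 and 10 min.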
G9a inh = G9a (human) methyltransferase inhibition; Q96KQ7; G9a H3K9 monomethylation, AlphaScreen, 2 h; Potency, µM (top dose mostly 102 µM), inactives show at the highest dose activity, negative = inhibition, most hits filed as inhibitors; 8.8% of 350,000 active; further: potency means the concentration at half of the fitted maximal effect; on the % scale 0 is the no-effect control and ±100 the full control effect; nearly all actives have a fitted effect of over 75% in size
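Using a bead-based AlphaScreen, monomethylated H3K9 product from 2 h room-temperature reactions (G9a 20 nM, peptide 500 nM, SAM 20 uM) was detected with 0.5 ug/mL rabbit anti-H3K9me1 antibody.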
* = called active by the depositor; i = inactive; ? = inconclusive; / = not tested or not shown; & = joins results of further samples; [ ] = another dose, or the depositor's remark. Unless noted, the call rests on the fitted dose curve; in most records, active means well fitted curve in the direction sought with a large enough effect; inconclusive means small, poorly fitted or top-dose-only effect, or another doubt; inactive means no such curve, though single readings can be large; an effect the other way counts as inactive or inconclusive. A portion of the library; rates above refer to the full screens.

SMILES	BAZ2B block	JMJD2A Tudor	Pin1 inhibitor	PGK inhibitor	PI4K2A block	HP1b binding inh	GLS inh	POLH inh	G9a inh
C[C@H](CO)N1C[C@H](C)[C@@H](CN(C)C(=O)Nc2ccc3c(c2)OCO3)Oc2c(NS(=O)(=O)c3cn(C)cn3)cccc2C1=O	/	-13%	-4%	-7%	-2	39%	26%	0%	/
CSc1ccccc1NC(=S)Nc1cc(C)cc(C)c1	-6%	-13%	-9%	-7%	-7	18%	19%	9%	-8%
COc1ccccc1N(C)S(=O)(=O)c1ccc(C(=O)N2CCCc3ccccc32)cc1	-10%	-18%	19%	1%	3	11%	2%	-23%	1%
Cc1ccccc1C(=O)N/N=C/c1cccc2ccccc12	3%	0%	-1%	-7%	9	42%[activator]	-10%	-8%	18%[2.33 µM]
O=C(NCc1ccccc1F)c1ccc(CN2CC(=O)N3CCCCC3C2=O)cc1 (stereo not given)	-6%	-10%	3%	-1%	-1	14%	7%	-9%	-9%[59 µM]
CCc1ccc(Nc2c([N+](=O)[O-])c(=O)oc3ccccc23)cc1	?	-19%	0%	-7%	1	0%	1%	9%	-47%[59 µM]
CCOC(=O)c1ccc(NC(=O)c2c(-c3c(F)cccc3Cl)noc2C)cc1	-11%	-4%	-7%	5%	-1	45%[activator]	12%	-22%	-13%[59 µM]
Cc1ccc(S(=O)(=O)N2CCOCC2)cc1C(=O)Nc1c(C)n(C)n(-c2ccccc2)c1=O	24%	-20%	-6%	-1%	1	0%	0%	2%	23%[59 µM]
CCOc1ccc(CCNC(=O)Cn2nc(CC)n3c(cc4ccccc43)c2=O)cc1	-11%	-8%	-7%	5%	-1	35%	-2%	-13%	-4%[59 µM]
C=CCN(C(=O)c1csnn1)C(C(=O)NCc1ccc(F)cc1)c1sccc1C (stereo not given)	-1%	-3%	10%	4%	6	1%	7%	-5%	33%
Cc1cccc(-c2nc(NCCN(C)C)c3ccccc3n2)c1	/	/	/	-3%	4	/	0%	-14%	/
COc1ccc(C(CNC(=O)c2ccc(S(=O)(=O)N3CCCC3)cc2)N(C)C)cc1OC (stereo not given)	-15%	-2%	5%	7%	2	29%	-3%	-12%	10%
CNC(=S)N/N=C/c1c(C)nn(-c2ccc(F)cc2)c1Cl	-2%	-23%	-2%	-11%	-3	18%	9%	-19%	-12%[59 µM]
CCOC(=O)CSc1nc2cc3c(cc2c(=O)n1CCCCCC(=O)NCc1ccc2c(c1)OCO2)OCO3	-2%	-7%	1%	1%	-1	26%	-9%	-16%	6%[59 µM]
O=S(=O)(Nc1ccccc1)c1ccc(-c2csnn2)cc1	3%	4%	4%	-8%	2	29%	-12%	-19%	15%
Cc1ccc(CC(=O)Nc2cc([N+](=O)[O-])ccc2F)cc1	-2%	-5%	-1%	-2%	5	53%[activator]	3%	-5%	6%[12.7 µM]
Cc1ccc(N2CC(NC(=O)c3cc4ccccc4o3)CC2=O)cc1C (stereo not given)	-14%	-10%	-16%	-10%	2	14%	0%	-18%	9%[59 µM]
CC(C)COC(=O)N(C)C[C@H]1OCc2cnnn2CCCC(=O)N([C@H](C)CO)C[C@@H]1C	/	/	/	6%	0	/	0%	-4%	/
O=C(C1CC1)N1CCN(c2nc3ccc(F)cc3s2)CC1	-2%	-7%	-2%	6%	2	23%	-12%	0%	-2%[59 µM]
COc1ccc(OC)c(-c2nnc3n(CCc4ccccc4)c(=O)c4ccccc4n23)c1	-18%	-27%	4%	i	2	27%	-1%	-21%	?
CCNC(=O)c1c(NC(=O)c2cc(=O)c3ccc(C)c(C)c3o2)sc2c1CCCC2	-2%	-19%	-3%	-6%	1	21%	13%	4%	-3%[59 µM]
CC(C)CC1NC(=O)N(CCCCN2C(=O)c3ccccc3C2=O)C1=O (stereo not given)	-1%	-6%	4%	7%	-1	43%[activator]	-1%	7%	8%
C=CCOc1cccc(C2c3c(oc4ccccc4c3=O)C(=O)N2c2ccccn2)c1 (stereo not given)	-3%	-8%	8%	i	-3	78%[activator]	0%	-23%	2%
Cc1ccc(S(=O)(=O)NCc2ccncc2)cc1C(=O)NCC(C)C	-4%	0%	-1%	i	0	51%[activator]	-18%	-20%	/
CCOc1ccc(-c2nc(-c3cccnc3)no2)cc1	2%	-1%	-6%	-4%	-2	28%	-3%	-6%	4%[59 µM]

One compound at a time, from the list above. Screens in order: BAZ2B block, JMJD2A Tudor, Pin1 inhibitor, PGK inhibitor, PI4K2A block, HP1b binding inh, GLS inh, POLH inh, G9a inh
`COc1ccc(C(CNC(=O)c2ccc(S(=O)(=O)N3CCCC3)cc2)N(C)C)cc1OC` (stereo not given) reads -15%, -2%, 5%, 7%, 2, 29%, -3%, -12%, 10%
`Cc1ccc(CC(=O)Nc2cc([N+](=O)[O-])ccc2F)cc1` reads -2%, -5%, -1%, -2%, 5, 53%[activator], 3%, -5%, 6%[12.7 µM]

Next structures
SMILES	BAZ2B block	JMJD2A Tudor	Pin1 inhibitor	PGK inhibitor	PI4K2A block	HP1b binding inh	GLS inh	POLH inh	G9a inh
COc1cc(Cl)ccc1OCc1cc(C(=O)NC(C)Cc2cccnc2)no1 (stereo not given)	-2%	-14%	-13%	12%	2	17%	22%	-5%	/
O=C(CSc1nnnn1-c1ccc2c(c1)OCO2)NCc1cccs1	9%	-10%	3%	2%	10	14%	-1%	-11%	?
COc1cc([N+](=O)[O-])ccc1NC(=O)NCc1ccco1	-30%	-21%	-2%	-3%	-5	6%	5%	-17%	?
CCOc1ccccc1-n1ccn(CC(=O)Nc2ccc(Br)cc2F)c(=O)c1=O	8%	-25%	-4%	-9%	-3	-24%	9%	-10%	11%[12.7 µM]
CCc1ccc(OCC(=O)NC(=S)Nc2ccc(C(C)=O)cc2)c(Br)c1	12%	-11%	-1%	-2%	-1	3%	-5%	-8%	-4%[59 µM]
COC(=O)C1(C)NC(c2ccccc2C)C2C(=O)N(c3ccc(F)cc3)C(=O)C21 (stereo not given)	-20%	?	-1%	1%	4	12%	22%	-19%	-7%[59 µM]
COc1ccc(S(=O)(=O)N(CC(=O)N2CCc3ccccc3C2)c2ccc(C)cc2)cc1	-6%	-21%	17%	-3%	-3	9%	-5%	-24%	-33%[59 µM]
CCc1ccccc1NC(=O)CN(C)Cc1c(O)ccc2ccccc12	?	56µM*	-16%	-2%	3	?	-16%	-23%	1.8µM*
O=C(OCC1OC2C(Oc3nc(=O)ccn32)C1O)c1ccccc1 (stereo not given)	-10%	-16%	4%	-4%	5	20%	4%	2%	-28%[12.7 µM]
O=c1[nH]c2cc3c(cc2cc1C(c1nnnn1CC1CCCO1)N1CCCC1)OCO3 (stereo not given)	4%	-20%	0%	11%	-1	16%	1%	-4%	-32%[59 µM]
CS(=O)(=O)Nc1ccc(S(=O)(=O)NC2CCCCC2)cc1	4%	-10%	-1%	0%	3	35%	-11%	-8%	/
CCOc1cc(-c2nnc(NC(=O)C3=COCCO3)o2)cc(OCC)c1OCC	-4%	-10%	-4%	i	-1	46%[activator]	-7%	-22%	-13%[2.33 µM]
Cc1ccc(/C=C2/CCc3c([nH]c4ccccc34)C2=O)cc1	10%	3%	-5%	0%	-3	18%	0%	-14%	15%
Nc1cccc(NC(=O)CN2CCOCC2)c1	-26%	-6%	16%	i	-2	42%[activator]	-6%	-9%	?
CNC1(C)C2CCC(C2)C1(C)C (stereo not given)	/	/	/	/	3&-3	/	-16%	-1%[57.1 µM]	18%[59 µM]
CC(C(=O)N1CCN(Cc2ccccc2)CC1)c1ccc([N+](=O)[O-])cc1 (stereo not given)	-33%	-26%	0%	-4%	2	19%	0%	3%	2%
CCc1ccc(-n2c(C)cc(/C=N/NC(=O)OC)c2C)cc1	?	?	10%	/	-4	4%	8%	-11%	3%[59 µM]
COC(=O)C1=C(C)NC(C)=C(C(=O)OC)C1c1ccc2ccccc2n1	-5%	6%	2%	i	2	61%[activator]	15%	-12%	?
O=C(Nc1ccc(F)cc1F)NC1CC(=O)N(Cc2ccccc2)C1 (stereo not given)	8%	-5%	5%	0%	-3	19%	2%	-1%	-7%[59 µM]
CCSc1nc2sc3c(c2c(=O)n1-c1ccc(C)cc1)CCN(C)C3	-34%	-32%	?	i	-3	11%	?	-14%	?
Cc1cc(C)c(S(=O)(=O)NC2CC3CCC2C3)c(C)c1 (stereo not given)	1%	-3%	7%	3%	0	17%	-7%	-7%	-8%[0.501 µM]
Cc1csc(SC(C)C(=O)NCC2CCCCC2)n1 (stereo not given)	12%	4%[57.1 µM]	-1%	-9%	5	32%	-16%	-11%	4%
COc1cccc(NC(=O)C2CCN(S(=O)(=O)c3c(C)noc3C)CC2)c1	-9%	3%	8%	-7%	-5	31%	-1%	-19%	3%[59 µM]
COc1cccc(NC(=O)CCC2CCN(C(=O)c3scnc3C)CC2)c1	-6%	-12%	-1%	-10%	0	18%	0%	-7%	27%
CCOC(=O)c1ccc(NC2=CC(c3ccc(Br)cc3)N(c3ccc(C(=O)OCC)cc3)C2=O)cc1 (stereo not given)	-23%	-6%	-1%	i	-2	42%[activator]	0%	-6%	-33%[59 µM]
COc1ccc(-n2c(Cc3cccn3C)nnc2SCC(=O)N2CCC(C)CC2)cc1	-35%	-26%	-5%	-3%	0	18%	-1%	-17%	?
CC1CCN(C(=O)CSc2nnc(CNC(=O)COc3ccc(Cl)cc3)o2)CC1	-5%	-12%	-8%	-2%	4	28%	12%	-5%	27%

Some values from the list.
JMJD2A Tudor result of COc1ccc(S(=O)(=O)N(CC(=O)N2CCc3ccccc3C2)c2ccc(C)cc2)cc1 = -21%
POLH inh result of O=C(CSc1nnnn1-c1ccc2c(c1)OCO2)NCc1cccs1 = -11%
Pin1 inhibitor result of CCOc1ccccc1-n1ccn(CC(=O)Nc2ccc(Br)cc2F)c(=O)c1=O = -4%
